INS-1E ATP HTS: rescue of cytokine-induced death in INS-1E beta cells. INS-1E cytokine-induced death, ATP luminescence, 48 h; normalised: neutral wells 0, positive control 100. protection from cytokine-induced ATP loss, % at 10 µM. 20,000 compounds, 0.1% hits. AID 488910;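 active = mean replicate protection from cytokine-induced ATP loss at least 50% and at least 75% of replicates each reaching 50%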
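Material: INS-1E rat cells; Quantity: 8000 cells/well; Buffer or medium: phenol-red-free RPMI with 5% fetal bovine serum; Probe or stimulus: cytokine cocktail of IFN-γ, TNF-α and IL-1β; Compound dosing: single test concentration per compound, delivered by pin transfer; Incubation: 48 h co-treatment, 10 min post-lysis read; Signal: CellTiter-Glo luminescence.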
T cruzi intra: intracellular Trypanosoma cruzi inhibition; activity score (inhibition), % at 5.01 µM; intracellular Trypanosoma cruzi in host cells, plate reader; 22,000 compounds, 4.9% hits; AID 651903; in the data active = activity score above about 55%;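 also: parasites and compound incubated about four days before reading; 0% = median of neutral control wells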
Active calls of the source: *; nt = no result given. Rows were taken by chance; overall some 4.8% were active at least once.

Values run as follows: T cruzi intra, INS-1E ATP HTS
> C[C@H](CO)N1C[C@H](C)[C@H](CN(C)C(=O)Nc2ccccc2)Oc2c(NC(=O)Nc3cccc4ccccc34)cccc2C1=O
    63*, -22
> COc1ccc(S(=O)(=O)Nc2ccc3c(c2)C(=O)N([C@@H](C)CO)C[C@H](C)[C@@H](CN(C)Cc2ccc(Oc4ccccc4)cc2)O3)cc1
    5, -20
> Cc1ccc(S(=O)(=O)N(C)C[C@@H]2Oc3ccc(NC(=O)CCC(F)(F)F)cc3CC(=O)N([C@@H](C)CO)C[C@@H]2C)cc1
    -9, -9
> C[C@H](CO)N1C[C@H](C)[C@H](CN(C)C(=O)Nc2ccc3c(c2)OCO3)Oc2ccc(NC(=O)Nc3ccccc3)cc2C1=O
    -20, 13
> COc1ccc(S(=O)(=O)Nc2cccc3c2O[C@@H](CN(C)S(=O)(=O)c2ccccc2)[C@@H](C)CN([C@@H](C)CO)C3=O)cc1
    -9, 7
> COc1ccc(S(=O)(=O)N(C)C[C@@H]2Oc3ccc(N(C)C)cc3C(=O)N([C@@H](C)CO)C[C@@H]2C)cc1
    -9, -4
> C[C@@H]1CCCCO[C@H](CN(C)Cc2ccncc2)[C@@H](C)CN([C@H](C)CO)C(=O)c2cc(NC(=O)NC3CCCCC3)ccc2O1
    -5, 7
> Cc1ccc(S(=O)(=O)N(C)C[C@H]2Oc3ccc(NC(=O)CCC(F)(F)F)cc3CC(=O)N([C@@H](C)CO)C[C@@H]2C)cc1
    2, 4
> C[C@H](CO)N1C[C@H](C)[C@@H](CN(C)S(=O)(=O)c2cn(C)cn2)Oc2c(NC(=O)c3ccncc3)cccc2C1=O
    -36, 12
> COc1ccc(NC(=O)Nc2ccc3c(c2)C(=O)N([C@@H](C)CO)C[C@H](C)[C@H](CN(C)C(=O)NC(C)C)O3)cc1
    -11, 7
> C[C@@H]1CN([C@H](C)CO)C(=O)c2cccc(NC(=O)c3ccc(-c4nccs4)cc3)c2O[C@@H]1CN(C)Cc1ccc(C(=O)O)cc1
    -11, 0
> C[C@H]1CN([C@@H](C)CO)C(=O)CCCn2cc(nn2)CO[C@@H]1CN(C)C(=O)Nc1ccnc(N2CCOCC2)c1
    5, nt
> C[C@@H]1CN([C@H](C)CO)C(=O)Cc2cc(NC(=O)CCC(F)(F)F)ccc2O[C@H]1CN(C)Cc1ccc(Oc2ccccc2)cc1
    43, -9
> O=C(NO)c1ccc(C(=O)N/N=C/c2ccc(Br)s2)cc1
    -11, 18
> C[C@@H]1CN([C@@H](C)CO)C(=O)CCCn2cc(nn2)CO[C@H]1CN(C)C(=O)Nc1cccc2ccccc12
    -3, nt
> C[C@@H]1CN([C@H](C)CO)C(=O)Cc2cc(NC(=O)CCCCCC(=O)Nc3ccccc3N)ccc2O[C@H]1CN(C)C(=O)NC1CCCCC1
    -27, 4
> C[C@@H]1CN([C@H](C)CO)C(=O)c2cc(NC(=O)CCCCCC(=O)Nc3ccccc3N)ccc2O[C@@H]1CN(C)S(=O)(=O)c1ccccc1
    -35, -4
> COc1ccc(S(=O)(=O)Nc2ccc3c(c2)C(=O)N([C@H](C)CO)C[C@H](C)[C@@H](CN(C)S(=O)(=O)c2ccccc2)OCCCC[C@@H](C)O3)cc1
    -13, 7
> C[C@H](CO)N1C[C@H](C)[C@H](CN(C)S(=O)(=O)c2cn(C)cn2)Oc2ccc(NC(=O)Nc3ccccc3)cc2CC1=O
    -23, 9
> COc1ccc(CN(C)C[C@@H]2Oc3ccc(NS(=O)(=O)c4ccccc4)cc3C(=O)N([C@@H](C)CO)C[C@H]2C)cc1
    18, -4
> Cc1noc(C)c1S(=O)(=O)Nc1ccc2c(c1)C(=O)N([C@@H](C)CO)C[C@H](C)[C@H](CN(C)CC1CCCCC1)O2
    4, nt
> Cc1cc(C(=O)Nc2cccc3c2O[C@H](CN(C)C(=O)Nc2ccc4c(c2)OCO4)[C@@H](C)CN([C@@H](C)CO)C3=O)n(C)n1
    -44, 0
> COC(=O)CCCCCCC(=O)N/N=C/c1ccccc1[N+](=O)[O-]
    -18, 9
> COc1ccc(NC(=O)Nc2ccc3c(c2)CC(=O)N([C@@H](C)CO)C[C@@H](C)[C@@H](CN(C)S(=O)(=O)c2ccc(F)cc2)O3)cc1
    -8, 4
> Cc1cc(C(=O)Nc2cccc3c2O[C@@H](CN(C)C)[C@@H](C)CN([C@H](C)CO)C3=O)n(C)n1
    -18, 4
> C[C@@H]1CCCCO[C@H](CN(C)CC2CCCCC2)[C@@H](C)CN([C@H](C)CO)C(=O)c2cc(NC(=O)CCC(F)(F)F)ccc2O1
    2, -4
> COc1ccc(NC(=O)N(C)C[C@H]2Oc3c(NC(=O)c4ccncc4)cccc3C(=O)N([C@H](C)CO)C[C@@H]2C)cc1
    -13, -3
> Cc1noc(C)c1NC(=O)Nc1ccc2c(c1)CC(=O)N([C@H](C)CO)C[C@@H](C)[C@@H](CN(C)CC1CC1)O2
    -3, 3
> COc1ccc(S(=O)(=O)N(C)C[C@@H]2Oc3ccc(NC(=O)Cc4ccccc4)cc3CC(=O)N([C@H](C)CO)C[C@@H]2C)cc1
    17, 7
> C[C@H]1CN([C@@H](C)CO)C(=O)CCCn2nncc2CO[C@H]1CN(C)C(=O)Nc1ccc(-c2cccs2)cc1
    -21, nt

The closing six records of the section before lead into the next:
Values run as follows: T cruzi intra, INS-1E ATP HTS
> Cc1cc(C(=O)Nc2cccc3c2O[C@@H](CN(C)C)[C@@H](C)CN([C@H](C)CO)C3=O)n(C)n1
    -18, 4
> C[C@@H]1CCCCO[C@H](CN(C)CC2CCCCC2)[C@@H](C)CN([C@H](C)CO)C(=O)c2cc(NC(=O)CCC(F)(F)F)ccc2O1
    2, -4
> COc1ccc(NC(=O)N(C)C[C@H]2Oc3c(NC(=O)c4ccncc4)cccc3C(=O)N([C@H](C)CO)C[C@@H]2C)cc1
    -13, -3
> Cc1noc(C)c1NC(=O)Nc1ccc2c(c1)CC(=O)N([C@H](C)CO)C[C@@H](C)[C@@H](CN(C)CC1CC1)O2
    -3, 3
> COc1ccc(S(=O)(=O)N(C)C[C@@H]2Oc3ccc(NC(=O)Cc4ccccc4)cc3CC(=O)N([C@H](C)CO)C[C@@H]2C)cc1
    17, 7
> C[C@H]1CN([C@@H](C)CO)C(=O)CCCn2nncc2CO[C@H]1CN(C)C(=O)Nc1ccc(-c2cccs2)cc1
    -21, nt
> COc1ccc(S(=O)(=O)N(C)C[C@H]2Oc3c(NS(=O)(=O)c4cn(C)cn4)cccc3C(=O)N([C@H](C)CO)C[C@H]2C)cc1
    -8, 11
> Cc1ccccc1CN(C)C[C@H]1OCc2cnnn2CCCC(=O)N([C@H](C)CO)C[C@@H]1C
    15, nt
> C[C@H](CO)N1C[C@H](C)[C@@H](CN(C)Cc2ccc3c(c2)OCO3)Oc2c(cccc2N(C)C)C1=O
    -10, -11
> COc1ccc(NC(=O)N(C)C[C@@H]2Oc3ccc(NC(=O)Nc4cccc5ccccc45)cc3C(=O)N([C@@H](C)CO)C[C@H]2C)cc1
    -16, -3
> COc1ccc(S(=O)(=O)Nc2cccc3c2O[C@@H](CN(C)S(=O)(=O)c2c(C)noc2C)[C@H](C)CN([C@@H](C)CO)C3=O)cc1
    5, 11
> C[C@H]1CN([C@@H](C)CO)C(=O)c2cccc(NS(=O)(=O)c3ccccc3)c2O[C@H]1CN(C)S(=O)(=O)c1ccc(Cl)cc1
    25, -6
> CC(C)NC(=O)Nc1ccc2c(c1)C(=O)N([C@H](C)CO)C[C@@H](C)[C@@H](CN(C)Cc1ccncc1)O2
    -1, 2
> C[C@@H]1CN([C@H](C)CO)C(=O)Cc2cc(NS(=O)(=O)c3ccc(F)cc3)ccc2O[C@H]1CN(C)Cc1ccc(Cl)c(Cl)c1
    77*, -25
> C[C@H]1CN([C@@H](C)CO)C(=O)c2cccc(NC(=O)c3ccc(-c4nccs4)cc3)c2O[C@H]1CN(C)Cc1ccc(-c2ccccc2)cc1
    66*, -49
> C[C@H]1CN([C@@H](C)CO)C(=O)Cc2cc(NC(=O)Nc3ccc4c(c3)OCO4)ccc2O[C@H]1CN(C)S(=O)(=O)c1ccccc1
    8, -2
> C[C@@H]1CN([C@@H](C)CO)C(=O)c2cccc(NC(=O)c3ccc(-c4nccs4)cc3)c2O[C@H]1CN(C)Cc1ccc(C(=O)O)cc1
    -7, 6
> C[C@H]1CN([C@@H](C)CO)C(=O)c2cccc(NC(=O)Nc3ccc(C(F)(F)F)cc3)c2O[C@H]1CN(C)Cc1ccncc1
    -29, -2
> C[C@@H]1CCCCO[C@H](CN(C)C(=O)Nc2ccccc2)[C@@H](C)CN([C@H](C)CO)C(=O)c2cc(N(C)C)ccc2O1
    9, 1
> C[C@H]1CN([C@@H](C)CO)C(=O)CCCn2nncc2CO[C@@H]1CN(C)S(=O)(=O)c1cccc(F)c1
    -5, nt
> C[C@@H]1CN([C@@H](C)CO)C(=O)c2cc(NS(=O)(=O)c3cccs3)ccc2O[C@H]1CN(C)S(=O)(=O)c1ccc(Cl)cc1
    9, -9
> C[C@H]1CN([C@@H](C)CO)C(=O)Cc2cc(NS(=O)(=O)c3ccccc3)ccc2O[C@H]1CN(C)S(=O)(=O)c1ccccc1
    -1, -2
> C[C@H]1CN([C@@H](C)CO)C(=O)c2cc(NC(=O)CCC(F)(F)F)ccc2O[C@@H]1CN(C)Cc1ccc(C(F)(F)F)cc1
    18, nt
> COc1ccc(NC(=O)Nc2cccc3c2O[C@H](CN(C)Cc2ccc(Cl)c(Cl)c2)[C@H](C)CN([C@@H](C)CO)C3=O)cc1
    15, -50
> COc1ccc(NC(=O)N(C)C[C@H]2Oc3c(NC(=O)NC4CCCCC4)cccc3C(=O)N([C@H](C)CO)C[C@@H]2C)cc1
    15, 9
> C[C@@H]1CN([C@H](C)CO)C(=O)Cc2cc(NC(=O)Nc3ccccc3)ccc2O[C@@H]1CN(C)S(=O)(=O)c1ccccc1
    -9, 7
> C[C@H]1CN([C@@H](C)CO)C(=O)c2cccc(NC(=O)Nc3ccc(C(F)(F)F)cc3)c2O[C@H]1CN(C)Cc1ccc(Oc2ccccc2)cc1
    69*, -77
> O=C(N/N=C\c1cccc(O)c1O)c1ccccc1O
    68*, -133
> C[C@H]1CN([C@@H](C)CO)C(=O)Cc2cc(NS(=O)(=O)c3cccs3)ccc2O[C@@H]1CN(C)Cc1ccc(C(=O)O)cc1
    -57, -1
> C[C@@H]1CN([C@@H](C)CO)C(=O)c2cc(NC(=O)Nc3ccccc3)ccc2O[C@@H]1CN(C)Cc1ccc(C(=O)Nc2ccccc2N)cc1
    52, 45
> COc1ccc(CN(C)C[C@H]2Oc3ccc(NC(=O)C4CC4)cc3CC(=O)N([C@@H](C)CO)C[C@H]2C)cc1
    -14, -2
> C[C@@H]1CCCCO[C@@H](CN(C)S(C)(=O)=O)[C@@H](C)CN([C@H](C)CO)C(=O)c2cc(NC(=O)Nc3ccc(F)cc3)ccc2O1
    -14, 3
> COc1ccc(NC(=O)Nc2ccc3c(c2)C(=O)N([C@H](C)CO)C[C@@H](C)[C@H](CN(C)Cc2ccc(Cl)c(Cl)c2)O3)cc1
    3, nt
> C[C@@H]1CN([C@@H](C)CO)C(=O)c2cc(NC(=O)CCCN(C)C)ccc2O[C@H]1CN(C)Cc1ccc(C(=O)O)cc1
    -20, 9
> Cc1noc(C)c1S(=O)(=O)Nc1cccc2c1O[C@H](CN(C)Cc1ccc(C(=O)Nc3ccccc3N)cc1)[C@H](C)CN([C@H](C)CO)C2=O
    60*, -14
> C[C@H]1CN([C@@H](C)CO)C(=O)CCCn2cc(nn2)CO[C@@H]1CN(C)C(=O)Nc1ccccc1F
    -2, nt
> C[C@@H]1CN([C@@H](C)CO)C(=O)Cc2cc(NC(=O)NC3CCCCC3)ccc2O[C@@H]1CN(C)S(=O)(=O)c1ccccc1
    -4, 8
> C[C@@H]1CCCCO[C@@H](CN(C)S(=O)(=O)c2cn(C)cn2)[C@@H](C)CN([C@H](C)CO)C(=O)c2cc(NS(C)(=O)=O)ccc2O1
    -4, -3
> C[C@@H]1CN([C@H](C)CO)C(=O)c2cccc(NC(=O)c3ccncc3)c2O[C@H]1CN(C)C(=O)Nc1ccc(C(F)(F)F)cc1
    -8, 11
> C[C@@H]1CN([C@@H](C)CO)C(=O)c2cc(NC(=O)c3ccncc3)ccc2O[C@H]1CN(C)C(=O)Nc1ccccc1
    3, nt
> COc1cc(Br)cc(/C=N/NC(=O)c2ccc(C(=O)NO)cc2)c1O
    -10, 32
> COc1ccc(NC(=O)N(C)C[C@@H]2Oc3ccc(NC(=O)CCC(F)(F)F)cc3C(=O)N([C@@H](C)CO)C[C@H]2C)cc1
    -13, 4
> COc1ccc(CN(C)C[C@@H]2Oc3ccc(NC(=O)Nc4ccc(F)cc4)cc3CC(=O)N([C@@H](C)CO)C[C@@H]2C)cc1
    4, -18
> C[C@@H]1CN([C@@H](C)CO)C(=O)c2cccc(NC(=O)c3ccncc3)c2O[C@@H]1CN(C)C(=O)Nc1ccc(F)cc1
    -7, 10
> Cc1ccc(S(=O)(=O)N(C)C[C@H]2Oc3ccc(NC(=O)CCCN(C)C)cc3C(=O)N([C@@H](C)CO)C[C@@H]2C)cc1
    -26, -4
> C[C@@H]1CCCCO[C@H](CN(C)S(=O)(=O)c2ccccc2)[C@@H](C)CN([C@H](C)CO)C(=O)c2cc(NC(=O)NC3CCCCC3)ccc2O1
    4, -2
> COc1ccc(NC(=O)N(C)C[C@H]2Oc3ccc(NS(=O)(=O)c4cccs4)cc3C(=O)N([C@H](C)CO)C[C@@H]2C)cc1
    -25, -1

Bioassay records: PubChem, Broad Institute
